Bioassay records (PubChem)
MITF TRPM1 HTS: activators of MITF-driven TRPM1 promoter activity in SK-MEL-5 cells | SK-MEL-5 TRPM1-promoter luciferase, 24 h; % of positive control, neutral wells = 0 | activation, % at 12.5 µM | 300,000 compounds, 0.75% hits | AID 588334;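 active = mean activation of at least 80% with every replicate also reaching 80%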;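 note: 0% = neutral control wells and 100% = parthenolide positive control wells; values of inactives mirror those of a sister screen read the other way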
dFosB activator: mouse delta FosB homodimer activation; P13346; purified delta FosB, TAMRA-CDK5 oligo fluorescence polarization; percent of positive-control signal above neutral wells; activation, % at 25 µM; 340,000 compounds, 0.99% hits; AID 493131;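 active = mean activation above about 17%, with every replicate also reaching it, limit read from the data, passing the limit was not always enough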;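 note: fluorescence polarization rise as delta FosB binds a TAMRA Cdk5 AP-1 oligo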
V-ATPase pHluor: alters yeast V-ATPase proton transport; S. cerevisiae, pHLuorin cytosolic pH fluorescence; response, % at 10 µM; 350,000 compounds, 0.37% hits; AID 504577; in the data active = response mostly above about 7.3%, no sharp cut-off; inactive = mostly below about 5.4%; note: actives read high; inactives centre near 0; some compounds called inactive have numbers as strong as hits; reference of the scale not given here
Wnt act: activates Wnt/beta-catenin signaling in a reporter cell assay; activator, plate reader; 300,000 compounds, 1.2% hits; AID 743398; activation, % at 9.35 µM; in the data active = activation above about 30%, passing the limit was not always enough;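 note: 0% = neutral control wells and 100% = positive control wells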
PvdQ inh: P. aeruginosa PvdQ acylase inhibition; purified PvdQ acylase, fluorescence plate reader; inhibition, % at 10 µM; 340,000 compounds, 0.063% hits; AID 488965; in the data active = inhibition above about 30%, passing the limit was not always enough;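 note: 0% = vehicle neutral wells and 100% = reference inhibitor wells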
SR-BI HDL uptake: blocks mouse SR-BI lipid uptake from DiI-HDL. Q61009. ldlA[mSR-BI] CHO cells, DiI-HDL uptake fluorescence, 3 h. inhibition, % at 12.5 µM. 320,000 compounds, 0.96% hits. AID 488896;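 active = mean replicate inhibition of at least 70% and a set share of replicates each scoring 70 or more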;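 note: 0% = median of neutral control wells and 100% = median of positive control wells; values of inactives mirror those of a sister screen read the other way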
Target sequence (Q61009 whole entry, looked up): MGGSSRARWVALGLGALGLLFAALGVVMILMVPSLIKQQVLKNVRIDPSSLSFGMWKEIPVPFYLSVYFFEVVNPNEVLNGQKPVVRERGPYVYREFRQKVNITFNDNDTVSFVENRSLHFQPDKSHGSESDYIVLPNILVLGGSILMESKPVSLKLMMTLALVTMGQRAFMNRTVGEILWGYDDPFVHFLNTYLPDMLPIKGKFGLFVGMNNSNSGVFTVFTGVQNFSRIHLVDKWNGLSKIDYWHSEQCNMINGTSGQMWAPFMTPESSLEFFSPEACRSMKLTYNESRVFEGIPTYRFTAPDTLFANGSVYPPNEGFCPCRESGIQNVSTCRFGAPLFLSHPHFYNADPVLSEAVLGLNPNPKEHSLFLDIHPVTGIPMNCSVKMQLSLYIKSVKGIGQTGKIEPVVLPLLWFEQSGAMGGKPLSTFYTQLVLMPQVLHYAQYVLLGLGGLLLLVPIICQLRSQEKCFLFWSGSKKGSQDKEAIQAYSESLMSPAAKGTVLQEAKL
HTR5A ag ctr: counter-screen for OPRM1-OPRD1 agonists: human HTR5A agonism; HTR5A agonist assay, luminescence, cell-based; AID 504692; 340,000 compounds, 0.61% hits; activation, % at 9.3 µM; in the data active = activation mostly above about 9.5%, no sharp cut-off; inactive = mostly below about 7.6%;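 note: 0% = cells with vehicle only and 100% = reference agonist; strong numbers were not always called active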
Target sequence (P47898 whole entry, looked up): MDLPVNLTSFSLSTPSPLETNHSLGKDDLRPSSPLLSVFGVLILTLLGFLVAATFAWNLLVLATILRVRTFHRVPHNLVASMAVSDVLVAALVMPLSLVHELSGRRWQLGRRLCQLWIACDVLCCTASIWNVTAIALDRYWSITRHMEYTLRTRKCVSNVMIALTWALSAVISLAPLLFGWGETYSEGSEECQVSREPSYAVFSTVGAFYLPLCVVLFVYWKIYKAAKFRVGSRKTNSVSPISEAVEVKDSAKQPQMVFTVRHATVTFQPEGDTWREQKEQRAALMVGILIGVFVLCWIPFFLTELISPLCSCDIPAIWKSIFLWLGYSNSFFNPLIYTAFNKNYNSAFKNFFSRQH
NSD2 inh: blocks human histone methyltransferase NSD2. O96028. NSD2 peptide methylation, AlphaScreen, 120 min. inhibition, % at 12.5 µM. 310,000 compounds, 0.54% hits. AID 743445; in the data active = inhibition above about 50%
HTR5A inv ag: HTR5A inverse agonism, opioid heterodimer counter-screen; P47898; HTR5A cell line, luminescence; inhibition, % at 9.3 µM; 340,000 compounds, 0.083% hits; AID 504634; in the data active = inhibition mostly above about 23%, no sharp cut-off; inactive = mostly below about 18%;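 note: 0% = cells with DMSO and 100% = no-cell wells with DMSO; some compounds called inactive have numbers as strong as hits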
CDK5 inh: CDK5/p35 (human) kinase inhibition; 330,000 compounds, 0.01% hits; Q00535+Q15078; Recombinant CDK5/p35, ADP-Glo luminescence, 60 min; inhibition, % at 10 µM;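 active = highest replicate inhibition of at least 50% and at least 75% of replicates reaching 50%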;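 note: plate controls were DMSO neutral control for no effect and GW8510 at 10 µM for full effect; many of its hits are not listed in these tables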
* hit, by the source's call; . = not tested or not shown.

SMILES | MITF TRPM1 HTS | dFosB activator | V-ATPase pHluor | Wnt act | PvdQ inh | SR-BI HDL uptake | HTR5A ag ctr | NSD2 inh | HTR5A inv ag | CDK5 inh
COc1ccc(NC(=O)/C=N/O)cc1 | 8 | -2 | -3 | 2 | 2 | 9 | 1 | 0 | -2 | 2.0
CCC(=O)Nc1cccc(C2=NOC3(C2)C[C@@H](C(N)=O)N(C(=O)C(c2ccccc2)c2ccccc2)C3)c1 (some centres undefined) | 0 | -16 | 0 | 0 | -10 | -3 | 1 | . | -2 | -0.2
CC(OC(=O)CSc1ccc([N+](=O)[O-])cc1)C(=O)NCc1ccccc1 (centres undefined) | -4 | -6 | 0 | . | -6 | -12 | 11 | 2 | -34 | 0.0
Nc1c(S(=O)(=O)c2cccs2)c2nc3ccccc3nc2n1CC1CCCO1 (centres undefined) | 2 | -5 | -2 | -1 | 2 | 1 | -4 | 12 | 31 | 0.1
Cc1ccc(-n2cc(-c3ccccc3)[nH]c2=O)cc1F | 113* | -4 | 2 | 0 | -5 | 12 | -5 | -2 | 22 | 0.5
O=C(CSc1nnc(NC(=O)Cc2ccccc2)s1)NCc1ccco1 | -5 | -5 | -4 | -1 | 8 | -5 | 3 | 23 | -8 | 1.4
Cn1c(N)c(C(=O)COC(=O)Cc2cccs2)c(=O)n(C)c1=O | -5 | -9 | 0 | -3 | 6 | -12 | -2 | -2 | 6 | 0.0
Cc1onc(-c2ccccc2)c1C(=O)Nc1sc2c(c1C#N)CCC2 | -1 | -9 | 0 | . | -3 | 41 | 1 | 3 | -4 | 1.0
Cc1ccc(C)c(-n2nnnc2SCC(=O)Nc2cccc(-c3nnc4n3CCCCC4)c2)c1 | . | -7 | 1 | 2 | 11 | 24 | 0 | 1 | -1 | -1.3
COc1cccc(Cn2c(-c3cccs3)noc2=O)c1 | -6 | -3 | -5 | . | 3 | -29 | 4 | -1 | -3 | -1.2
COc1ccccc1-c1ccc(/C=C2/C=C(C)OC2=O)o1 | -35 | -17 | 1 | 16 | -17 | 1 | 9 | 1 | 10 | 0.1
S=C(c1c[nH]c2ccc(Br)cc12)N1CCOCC1 | 0 | 0 | -5 | -5 | 7 | 2 | -3 | 1 | 8 | 0.3
O=C(c1ccc(=O)oc1)N1CCC(C(O)(c2ccccc2)c2ccccc2)CC1 | . | -2 | 3 | 0 | -1 | -3 | 0 | 5 | 6 | 0.2
Cn1c(/N=C/c2c[nH]c3ccccc23)nc2ccccc21 | . | -7 | 7 | . | -5 | -23 | -5 | -3 | 16 | 0.4
Cc1cccc(N/C(N)=N/c2nc3c(c(=O)[nH]2)CCCC3)c1 | . | 4 | 3 | . | -12 | 0 | -2 | -1 | -12 | -1.6
COc1ccccc1NC(=O)N(c1c(N)n(Cc2ccccc2)c(=O)[nH]c1=O)C1CCCC1 | . | 11 | 0 | 13 | -12 | . | -3 | 0 | 11 | -0.5
O=C(COC(=O)c1cccc(F)c1)NCCC1=CCCCC1 | -9 | -1 | -2 | -4 | 1 | 6 | -1 | 2 | 3 | -0.8
O=C(/C=C/c1ccc(F)cc1)NC(Cc1c[nH]c2ccccc12)C(=O)O (centres undefined) | -9 | -9 | -3 | -2 | -21 | 16 | 6 | -3 | -15 | 2.9
COc1ccccc1N1CCN(Cc2ccc(-c3ccccc3[N+](=O)[O-])o2)CC1 | . | -10 | 6 | 0 | 10 | 5 | 4 | 9 | 4 | 0.1
CC(C)Oc1ccc(C(=O)NC(Cc2c[nH]c3ccccc23)C(=O)NN)cc1 (centres undefined) | . | -13 | -1 | 11 | -8 | 22 | . | 9 | . | 0.7

Compound profiles, as listed above. Values in the order: MITF TRPM1 HTS, dFosB activator, V-ATPase pHluor, Wnt act, PvdQ inh, SR-BI HDL uptake, HTR5A ag ctr, NSD2 inh, HTR5A inv ag, CDK5 inh
CC(OC(=O)CSc1ccc([N+](=O)[O-])cc1)C(=O)NCc1ccccc1 (centres undefined) across the screens: -4, -6, 0, ., -6, -12, 11, 2, -34, 0.0
Cn1c(N)c(C(=O)COC(=O)Cc2cccs2)c(=O)n(C)c1=O across the screens: -5, -9, 0, -3, 6, -12, -2, -2, 6, 0.0

Compounds above that contain a nitro group on carbon:
SMILES | MITF TRPM1 HTS | dFosB activator | V-ATPase pHluor | Wnt act | PvdQ inh | SR-BI HDL uptake | HTR5A ag ctr | NSD2 inh | HTR5A inv ag | CDK5 inh
CC(OC(=O)CSc1ccc([N+](=O)[O-])cc1)C(=O)NCc1ccccc1 (centres undefined) | -4 | -6 | 0 | . | -6 | -12 | 11 | 2 | -34 | 0.0
COc1ccccc1N1CCN(Cc2ccc(-c3ccccc3[N+](=O)[O-])o2)CC1 | . | -10 | 6 | 0 | 10 | 5 | 4 | 9 | 4 | 0.1

(listing goes on)
SMILES | MITF TRPM1 HTS | dFosB activator | V-ATPase pHluor | Wnt act | PvdQ inh | SR-BI HDL uptake | HTR5A ag ctr | NSD2 inh | HTR5A inv ag | CDK5 inh
COC(=O)c1ccc(-c2ccc(/C=N/N3C(=O)C4C5C=CC(CC5)C4C3=O)o2)cc1 (centres undefined) | 49 | -16 | 2 | 28 | 6 | 14 | 0 | -2 | 0 | 0.9
COC(=O)c1c(NC(=O)/C=C/C(=O)O)sc(C)c1-c1ccc(C)cc1 | -20 | -2 | 5 | -1 | -1 | -7 | 2 | -14 | -7 | 0.2
CCN(CC)S(=O)(=O)c1ccc(Cl)c(NC(=O)COc2ccccc2[N+](=O)[O-])c1 | -6 | -4 | -1 | 1 | -16 | 25 | 0 | 1 | 5 | 0.5
COc1ccccc1N(CC(=O)N/N=C/c1ccc(OCC(=O)NCc2ccco2)cc1)S(=O)(=O)c1ccc(C)cc1 | 2 | -3 | -2 | . | 2 | 32 | 3 | . | 4 | -0.8
Cc1cc(C)n2nc(C(=O)OCC(=O)Nc3ccc4c(c3)OCO4)nc2n1 | 2 | -4 | 0 | -1 | -4 | -14 | 2 | -3 | -12 | -0.8
CCn1c(=O)c2sccc2n2c(CCCC(=O)N3CCN(c4ccccn4)CC3)nnc12 | -4 | -3 | -6 | 0 | 4 | 0 | 9 | . | -8 | -0.8
Cc1ccc(C(=O)N(Nc2nc3ccccc3s2)C(=O)c2ccc(C)cc2)cc1 | 5 | 13 | 1 | 0 | -2 | 33 | 0 | 2 | 13 | -0.7
O=C1CC(N2CCN(c3ccccn3)CC2)C(=O)N1c1ccc(F)cc1 (centres undefined) | -5 | -7 | 4 | -1 | -5 | -12 | . | -2 | . | 0.6
CC12CCC(C(=O)Nc3cc(Cl)ccc3Cl)(C/C1=N\O)C2(C)C (centres undefined) | . | -4 | 1 | 21 | -16 | -5 | -1 | 2 | -2 | -1.4
CCn1c(SCC(=O)Nc2cccc(NC(=O)c3cccs3)c2)nnc1-c1ccncc1 | 4 | -4 | 1 | . | -18 | 25 | -2 | . | -19 | -1.3
O=C(CS(=O)(=O)c1ccccc1)Nc1ccc(N2CCOCC2)cc1 | 9 | -6 | -1 | 0 | -8 | -19 | -7 | 5 | 20 | -2.5
Cc1nn(-c2cccc(Cl)c2)c(Cl)c1/C=N/NC(=O)c1cccnc1 | 0 | 23* | 2 | . | -4 | 53 | -2 | 0 | -4 | -0.5
Cc1cc(O)c(C(=O)/C=C/c2ccccc2)c(=O)o1 | -6 | -6 | 4 | 12 | -8 | -6 | -1 | 2 | 3 | -2.0
Cc1cc(C)c(C#N)c(Cl)n1 | 12 | -3 | 1 | . | 1 | -37 | 3 | -1 | -10 | -0.1
CC(C)(C)Nc1nc(Oc2ccc(=O)n(-c3ccccc3)n2)nc(N2CCOCC2)n1 | -9 | -3 | 2 | . | 1 | -6 | 2 | 2 | -11 | -0.6
CC(C)OCCCNC(=O)CCCC(=O)Nc1ccc(OCCc2ccccc2)cc1 | -14 | -8 | -3 | -3 | -11 | 36 | 2 | -3 | -7 | 0.7
O=C(Nc1ccc(N2CCOCC2)c(Cl)c1)C1CCCCC1 | . | -6 | 3 | . | -13 | 36 | -1 | . | -11 | -1.0
COc1ccc(OC)c(NC(=O)[C@H]2CC=CC[C@H]2C(=O)O)c1 | . | 4 | 0 | -1 | -13 | -11 | 0 | 3 | -20 | -1.5
Cc1cccc(N(CC(=O)NCc2ccco2)C(=O)CCC(=O)Nc2ccccn2)c1C | -8 | -1 | -2 | -2 | 6 | . | 0 | -1 | -4 | -1.2
Cc1ccc(CNC(=O)COC(=O)CN2C(=O)C3CC=CCC3C2=O)cc1 (centres undefined) | -4 | -8 | 0 | -1 | -15 | -11 | 0 | -2 | 15 | -1.3
CSc1nc(N)nc2c1ncn2CC(=O)N1CCN(c2ccccn2)CC1 | 2 | 2 | 3 | -1 | 4 | -3 | . | . | . | 2.3
CC1CCCCN1c1ncnc2ccccc12 (centres undefined) | -21 | 0 | -2 | . | 14 | -18 | 7 | -1 | 9 | 0.5
CCCS(=O)(=O)c1ccc(COC(=O)c2ccc(NC(C)=O)cc2)cc1 | 11 | -20 | 6 | -2 | 0 | 12 | 5 | 0 | 9 | 2.4
C=CCOc1ccc(/C(CC)=N/O)cc1OC | 17 | -6 | 7 | 1 | -13 | -11 | 0 | 2 | 14 | 1.3
COc1ccc2[nH]c3nc(SCc4nnc(-c5ccccc5)o4)nnc3c2c1 | . | 19* | 4 | . | -17 | 13 | 0 | . | 1 | -2.0
CC(C(=O)N1CCc2ccccc21)N1CCN(Cc2ccccc2)CC1 (centres undefined) | -3 | -16 | -2 | 1 | 12 | . | 0 | 3 | 1 | 1.4
COc1ccc(/C=C/C(=O)OCc2cc(=O)n3c(n2)sc2ccccc23)cc1 | 21 | -6 | -7 | . | 20 | 1 | -3 | 36 | 7 | 0.0
CCCCn1c(-c2csc3ccccc23)n[nH]c1=S | -3 | -4 | 0 | . | -6 | 13 | 1 | 6 | -17 | 0.5
COc1ccc(CCNC(=O)C(C)c2ccc([N+](=O)[O-])cc2)cc1 (centres undefined) | 10 | -2 | -2 | -2 | 2 | -7 | -1 | -1 | -14 | 1.0
Cc1ccc(NC(=O)CN(C)CC(=O)Nc2cccc(F)c2)cc1S(=O)(=O)N1CCCCCC1 | -7 | -17 | -1 | -5 | -11 | 36 | 0 | -4 | -51 | 0.9
CC[N+](CC)(CC(=O)Nc1c(C)cccc1C)Cc1ccccc1 | 3 | 6 | 4 | 2 | -7 | . | -2 | . | -37 | 0.4
CCn1c(SCC(=O)Nc2ccc(C(=O)OC)cc2)nnc1-c1cccs1 | . | 15 | -6 | . | -11 | -17 | 0 | 0 | -2 | -1.8
COc1ccccc1CNCc1cc(=O)oc2c(C)c(C)ccc12 | -13 | -7 | 0 | 1 | 5 | -20 | -3 | -1 | 12 | -0.8
CCOC(=O)N1N=C(c2ccc(C)cc2)CC1(O)C(F)(F)F (centres undefined) | 35 | -2 | 0 | 23 | -5 | -8 | 7 | 3 | -19 | 1.1
O=C(NNC1=NS(=O)(=O)c2ccccc21)c1ccc(Cl)cc1 | 18 | -2 | 0 | 2 | 9 | -22 | -1 | -1 | 15 | 0.0
Cc1ccc(Nc2nc(Cl)nc(NC(C)(C)C)n2)cc1 | 100* | -3 | 1 | 10 | -5 | 18 | 1 | -4 | -5 | -0.7
Cc1ccc(-n2ncc3c2CCCC3NC(=O)c2csnn2)cc1C (centres undefined) | 3 | -8 | 1 | 1 | -14 | 0 | 5 | -4 | 8 | -3.6
COc1cccc(OCCc2c(C)n[nH]c2C)c1 | 6 | -1 | -4 | . | -11 | 0 | 4 | . | -12 | -1.3
O=C(Nc1ccc(Cl)cc1)Nc1nnc(-c2ccncc2)s1 | -7 | -1 | -3 | -1 | 2 | -12 | 3 | -4 | 6 | -1.2
CN(CC(=O)O/N=C(\N)c1ccc([N+](=O)[O-])cc1)S(=O)(=O)c1ccccc1 | -4 | -3 | -2 | . | -5 | -3 | 3 | 1 | -5 | 1.2
